High-throughput results as filed in PubChem BioAssay.
SUMO1 PPI mod: modulators of SUMO1 protein-protein interactions, primary screen, biochemical, uHTS. Small ubiquitin-related modifier 1 (Homo sapiens), P63165. SUMO1 binding to a labelled peptide, TR-FRET, 1 h. inhibition, % at 20 µM. 0.33% of 360,000 active. AID 602429, 2012; in the data active = inhibition above about 37%
Target sequence (P63165 whole entry, looked up): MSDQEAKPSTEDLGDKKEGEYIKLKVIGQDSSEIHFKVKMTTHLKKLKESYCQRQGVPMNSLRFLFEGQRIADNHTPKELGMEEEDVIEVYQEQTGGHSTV
TbMetRS inhib: T. brucei MetRS inhibitors, primary screen, biochemical, luminescence; methionyl-tRNA synthetase (Trypanosoma brucei brucei); inhibition, % at 11.9 µM; purified T. brucei MetRS, ATP depletion, Kinase-Glo luminescence; AID 624268, 2012; 0.4% of 360,000 active;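 active = inhibition above a per-plate cutoff of the control wells' mean inhibition plus 3 SD, cut at about 5.5% in these data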;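 also: 0% = DMSO wells median and 100% = median of wells with control inhibitor compound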
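Test system – parasite MetRS enzyme · Reagent – substrates ATP, L-methionine and bulk Escherichia coli tRNA · Doses – 11.9 µM compound single dose, 0.9% DMSO · Times – 15 min enzyme-compound preincubation, 2 h reaction, 10 min detection, 25 °C · Signal – Kinase-Glo luminescence, ATP depletion format · Controls – DMSO-only wells as low control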
NadD inh: inhibitors of S. aureus NadD, primary screen, biochemical, colorimetric, uHTS; AID 602399, 2012; Nicotinate-nucleotide adenylyltransferase NadD (Staphylococcus aureus N315); purified NadD enzyme, colorimetric absorbance read-out; 0.78% of 360,000 active; inhibition, % at 20 µM; in the data active = inhibition above about 26%; also: some compounds past the cut are filed as inactive
LMPTP block: LMPTP phosphatase inhibitors, primary screen, biochemical, fluorescence intensity, uHTS. recombinant LMPTP-A, OMFP fluorogenic substrate. AID 651560, 2012. 0.22% of 360,000 active. Low molecular weight phosphotyrosine protein phosphatase (Homo sapiens), P24666. inhibition, % at 20 µM;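 active = compounds that cut the enzyme signal by at least half of the control window in the single-dose screen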;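 also: plate controls were DMSO wells with enzyme plus substrate for no effect and substrate without enzyme for full effect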
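Assay system: LMPTP-A phosphatase enzyme | Input: 0.625 nM enzyme | Also added: Fluorogenic phosphatase substrate OMFP at 400 µM final | Compound dosing: One test concentration per compound, 20 µM, with 3% DMSO overall | Schedule: 50 min enzyme reaction at room temperature, protected from light | Signal: Fluorescence intensity | Benchmarks: no-enzyme and uninhibited controls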
SKN-1 inh: suppressors of acrylamide-induced Pgst-4::GFP reporter in worms, primary screen, SKN-1 inhibitor project, whole organism, uHTS, GFP/RFP fluorescence ratio, strain VP596 | C. elegans VP596 Pgst-4::GFP/RFP ratio, 24 h | inhibition, % at 21.8 µM | 0.49% of 360,000 active;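 active = interference check ratio from 0.5 to 1.5 plus GFP to RFP signal ratio inhibition reaching or exceeding a fixed threshold, cut at about 30% in these data, passing the limit was not always enough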; also: some compounds called inactive have numbers as strong as hits
Scp-1 inhibitor: Scp-1 phosphatase inhibitors, primary screen, biochemical, colorimetric, uHTS. Carboxy-terminal domain RNA polymerase II polypeptide A small phosphatase 1 (Homo …. Recombinant Scp1, phosphopeptide, malachite green phosphate absorbance. inhibition, % at 20 µM. 0.88% of 340,000 active. AID 493091, 2011;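 active = inhibition above about 50% at 20 µM, limit read from the data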;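 also: plate controls were DMSO wells with enzyme for no effect and wells lacking enzyme for full effect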
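Material: truncated SCP-1 phosphatase (76-261aa) / Buffer or medium: 50 mM Tris acetate pH 5.5, 0.005% Tween-20, 10 mM MgCl2 / Compound dosing: one concentration, 20 µM, with 1.0% DMSO / Incubation: 45 min room-temperature reaction, 5 min colour, 30 min stabiliser / Detection: colorimetric free-phosphate detection, absorbance 630 nm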
Neddyl block: inhibitors of cullin neddylation, primary screen, biochemical, TR-FRET, uHTS, NAE and Ubc12; NEDD8-conjugating enzyme Ubc12 (Homo sapiens) + NEDD8-activating enzyme E1 regulatory …; calls only at 25 µM; 0.58% of 360,000 active; AID 651699, 2012; in the data active = inhibition above about 36%
Target sequence (P61081 whole entry, looked up): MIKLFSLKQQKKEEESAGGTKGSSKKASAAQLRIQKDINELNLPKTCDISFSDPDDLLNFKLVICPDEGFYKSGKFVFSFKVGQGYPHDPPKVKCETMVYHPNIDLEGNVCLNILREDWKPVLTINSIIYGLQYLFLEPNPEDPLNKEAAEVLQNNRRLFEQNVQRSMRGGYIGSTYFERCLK
Target sequence (Q13564 whole entry, looked up): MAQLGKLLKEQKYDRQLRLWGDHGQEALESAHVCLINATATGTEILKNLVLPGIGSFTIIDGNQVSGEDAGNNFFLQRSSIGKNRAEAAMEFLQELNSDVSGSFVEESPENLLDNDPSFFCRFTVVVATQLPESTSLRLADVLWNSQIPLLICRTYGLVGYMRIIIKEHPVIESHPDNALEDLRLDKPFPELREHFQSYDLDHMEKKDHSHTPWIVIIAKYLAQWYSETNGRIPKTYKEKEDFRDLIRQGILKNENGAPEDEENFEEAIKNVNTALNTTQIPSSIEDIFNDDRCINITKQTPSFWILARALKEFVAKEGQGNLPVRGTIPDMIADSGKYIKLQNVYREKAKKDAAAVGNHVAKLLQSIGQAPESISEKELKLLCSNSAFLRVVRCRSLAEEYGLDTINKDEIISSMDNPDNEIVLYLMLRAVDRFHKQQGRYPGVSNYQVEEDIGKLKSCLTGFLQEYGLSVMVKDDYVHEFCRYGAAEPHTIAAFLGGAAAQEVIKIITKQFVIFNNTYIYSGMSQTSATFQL
DNMT1 block: human DNMT1 methyltransferase inhibitors, primary screen, biochemical, molecular beacon, fluorescence, HinP1I cleavage, uHTS; AID 588458, 2011; DNA (cytosine-5)-methyltransferase 1 (Homo sapiens), P26358; 0.83% of 360,000 active; inhibition (reported as % activation of signal), % at 10 µM; in the data active = inhibition above about 50%
STEP inh: STEP phosphatase inhibitors, primary screen, biochemical, fluorescence intensity, uHTS; recombinant STEP, OMFP fluorogenic substrate; inhibition, % at 20 µM; 0.25% of 360,000 active; AID 588621, 2011;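 active = inhibition at 20 µM, scaled per plate between control wells, above about 37%, limit read from the data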;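 also: 0% = DMSO with enzyme and substrate and 100% = substrate only without enzyme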
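material = STEP tyrosine phosphatase | reagent = fluorogenic phosphatase substrate OMFP at 25 µM final | doses = single compound dose of 20 µM, 1% DMSO final | schedule = 20 min reaction, room temperature, in the dark | measured by = fluorescence, 480/540 nm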
CendR NRP1 mod: modulators of CendR peptide binding to NRP-1, primary screen, biochemical, fluorescence polarization, uHTS | FAM-RPARPAR peptide binding to NRP-1 | 0.85% of 360,000 active | AID 602438, 2012 | inhibition, % at 25 µM;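 active = inhibition or corrected inhibition above about 18%, plus a signal ratio from 0.5 to 1.5, limit read from the data, passing the limit was not always enough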; also: strong numbers were not always called active
Numbers without * were called inactive; i = inactive; . = no result given.

Each structure is followed by: SUMO1 PPI mod, TbMetRS inhib, NadD inh, LMPTP block, SKN-1 inh, Scp-1 inhibitor, Neddyl block, DNMT1 block, STEP inh, CendR NRP1 mod
CCOc1ccc(OCCSc2nc(C)cc(=O)[nH]2)cc1
  2, -0.5, -2, -1.7, -6, -4, i, 1, 2, 6
Cc1[nH]c2ccccc2c1/C=C(\C#N)C(=O)NCC1CCCO1 (centres undefined)
  -12, 0.8, -3, 1.3, 5, -6, i, 0, -1, 1
Cc1cc(Br)c2[nH]c3c(c2c1)CCCC3=O
  -13, -0.2, -3, 1.8, 6, 5, i, 1, 9, -1
CSc1nc(Sc2ccccc2)c2ccccc2n1
  -6, -0.4, 3, 2.3, 22, -2, i, 1, 5, -8
CCOC(=O)C1(Cc2cccc(OC)c2)CCCN(C(=O)CCN2CCCO2)C1 (centres undefined)
  -2, 0.4, -5, -0.6, 8, 2, i, 1, -2, 12
O=S(=O)(Nc1cccc(CCc2ccccn2)c1)c1cc(Cl)ccc1Cl
  2, -0.8, -6, 2.2, 1, -1, i, 1, 0, 9
CC(OC(=O)Cc1ccsc1)C(=O)Nc1ccc(Cl)cn1 (centres undefined)
  -1, -0.4, -2, -0.6, 10, -6, i, 1, 2, -5
CCOc1ccc2c(C)cc(=O)oc2c1OCC
  -3, -1.4, 0, -2.1, -9, 3, ., 1, -4, 15
NC(=O)c1ccc(N2CCC(C(N)=O)CC2)c([N+](=O)[O-])c1
  -36, 0.1, -8, -0.9, -3, 0, i, -1, -2, 11
CC(C)NC(=O)Nc1ccc2c(c1)C(=O)N([C@H](C)CO)C[C@@H](C)[C@@H](CN(C)C(=O)NC1CCCCC1)O2
  7, -0.2, -6, 0.1, 5, 4, i, 4, 4, 5
COc1cc(C(=O)Nc2cc(-c3nc4cc(C)ccc4o3)ccc2C)cc(OC)c1OC
  -8, -0.6, 0, -3.3, 6, 0, i, 36, 3, -9
CCOC(=O)c1c(N)sc(-c2ccccc2)c1C
  6, -0.3, -5, 4.5, 3, -7, i, 5, 2, 1
COCCn1nnnc1C(c1ccccn1)N1CCN(c2cccc(C)c2C)CC1 (centres undefined)
  -3, -0.1, 0, 0.2, 4, -2, i, -1, -3, 11
C[C@]12c3[nH]c4ccccc4c3CCN1C(=O)C(CC(=O)NCCCn1ccnc1)C[C@@H]2C(=O)N1CCCCC1 (some centres undefined)
  -7, -2.1, 0, -8.7, -10, 16, i, 2, 0, -10
CCn1nc(C)c(CN2CCC(n3nccc3NC(=O)Cc3ccccc3)CC2)c1C
  -1, -0.5, -9, -0.7, 5, -13, i, 1, -2, 21*

Next structures:
Each structure is followed by: SUMO1 PPI mod, TbMetRS inhib, NadD inh, LMPTP block, SKN-1 inh, Scp-1 inhibitor, Neddyl block, DNMT1 block, STEP inh, CendR NRP1 mod
CCCCCCCNC(=O)C1(CC2CC(c3ccccc3)=NO2)CCN(C(=O)OC(C)(C)C)CC1 (centres undefined)
  5, -0.4, -11, -1.7, 9, -8, i, 7, 0, 11
COc1cccc(CNC(=O)[C@@H]2CCCN2C(=O)OC(C)(C)C)c1
  -4, -1.7, 1, -0.5, 13, ., i, ., ., -2
CN(C)CCOc1ccc(C(C)(C)c2ccccc2)cc1
  1, -0.1, -5, -0.9, 1, -9, i, 0, 3, 14
O=C(CCc1ccc(S(=O)(=O)NC2CCCCC2)cc1)N(Cc1ccccc1)Cc1ccccc1
  6, -0.3, -3, 4.6, 2, -11, i, -2, 4, 1
c1cncc(-c2nnc3sc(C4CCCCC4)nn23)c1
  0, -0.4, -5, -1.6, -5, -2, i, 3, -18, 5
C/C(=N\NC(=O)c1cc(C)nc2ccccc12)c1cccs1
  -4, -0.6, -3, 3.2, 5, -2, i, 0, 2, -2
CCOC(=O)c1cc2sccc2n1CC(=O)Nc1ccc(OC)cc1
  -1, -0.3, -8, -0.8, 1, -5, i, 0, -1, 2
CCN(c1ccccc1)S(=O)(=O)c1ccc(OC)c(NC(=O)CN2C(=O)NC(C)(C)C2=O)c1
  0, -0.2, 5, 0.0, 12, -10, i, 1, -2, 3
COc1ccc2c(c1)C(=O)CC(c1ccc3c(c1)OCCO3)O2 (centres undefined)
  -8, -1.4, -8, -0.6, 14, -19, i, -12, -3, 9
COc1ccc(NC(=O)N2CCCC2C(=O)NCc2ccccc2Cl)cc1 (centres undefined)
  4, -0.1, 3, -1.8, 3, -10, i, 1, -1, 4
CC(CCc1ccccc1)NC(=O)Cc1cccs1 (centres undefined)
  3, -0.4, 1, -0.4, 4, -11, i, 1, -2, -9
Cc1ccc(-c2nc(SC(C)C(=O)N3CCOCC3)n[nH]2)cc1 (centres undefined)
  6, 0.1, -1, -2.5, -17, 1, i, 0, 4, -5
COc1cccc(NC(=O)COC(=O)Cc2ccc(Br)cc2)c1
  -1, -0.7, -1, 0.6, 3, -15, i, -2, -4, -25
CCOC(=O)N1CCN(C(=O)C2CCN(S(=O)(=O)CC)CC2)CC1
  -4, -0.4, -1, -0.5, 5, -7, i, 8, -1, -2
COc1cc(C(=O)N2CCN(C(=O)c3ccccc3)CC2)cc(OC)c1OC
  4, -0.6, 1, -2.2, 11, 0, i, -1, -4, 1

(further entries)
Each structure is followed by: SUMO1 PPI mod, TbMetRS inhib, NadD inh, LMPTP block, SKN-1 inh, Scp-1 inhibitor, Neddyl block, DNMT1 block, STEP inh, CendR NRP1 mod
COc1ccc(OC)c(CCNC(=O)C(C)n2nc(C)c3c(C)n(-c4ccccc4)nc3c2=O)c1 (centres undefined)
  -1, -0.8, 3, -0.9, -1, -2, i, 1, -2, 5
COc1cccc(NC(=O)CN(C)C(=O)c2cc(-c3ccccc3)nc3ccc(C)cc23)c1
  -11, 0.1, 3, -5.8, 12, -5, i, -3, -2, -6
Cc1ccnc(NC(=O)c2cccc(S(=O)(=O)N3CCN(c4ccccc4)CC3)c2)c1
  -2, -0.3, -1, 3.7, 19, -3, i, -3, -2, -5
CCC(NC(=O)CNC(=O)CNC(=O)c1ccc(Cl)cc1Cl)c1ccc(C)cc1 (centres undefined)
  4, 0.2, -1, 0.2, 13, -10, i, 0, 0, 12
Nc1ccccc1-c1nc2ccccc2c(=O)o1
  -5, -0.7, -4, 1.0, 0, 0, ., -1, 1, -5
CC1(C(=O)Nc2cccc(Oc3ccccc3)c2)CCN1Cc1cc2ccccc2o1 (centres undefined)
  2, -0.3, 8, 5.8, 18, ., i, -10, 2, -7
C=CCc1cc(/C=C2/NC(=O)N(CC(=O)OC)C2=O)cc(OC)c1O
  -17, -1.8, -2, -1.2, -8, -1, i, -2, 1, -10
N/C(=N\OC(=O)c1ccccc1Cl)c1ccc(Cl)cc1
  1, -0.9, -8, 0.4, 21, -17, i, 2, 4, 13
Cc1ccc(Nc2nc(N)nc(CN3CCN(C(=O)c4ccco4)CC3)n2)cc1Cl
  7, 0.1, -3, -0.9, -20, -5, i, -12, 0, -14
COCOc1cccc(CN2CCC2(C)C(=O)Nc2ccc(C)c(O)c2)c1 (centres undefined)
  7, -0.1, -8, -1.7, 6, ., i, 1, -2, 8
CC(C)(C)n1nnnc1C(c1ccc(C(F)(F)F)cc1)N(Cc1ccccc1)Cc1ccco1 (centres undefined)
  0, 0.0, 3, 1.3, 16, -7, i, 2, 2, 10
CN1C(=O)C(CC(=O)Nc2ccc(F)cc2)N(Cc2ccco2)C1=S (centres undefined)
  0, -0.6, -5, -0.4, 3, -3, i, -4, 0, 0
COC(=O)c1cc2c(cc1N)OCCO2
  1, -0.2, -8, -0.4, 9, -4, i, -5, 0, 2
COc1cccc(C(=O)C2CCCN(C(=O)c3ccccn3)C2)c1 (centres undefined)
  -2, -0.1, -4, -1.3, 11, -5, i, 1, -2, 21
CC(=O)c1cccc(NC(=O)Cn2cnc(S(=O)(=O)N3CCCC3)c2)c1
  3, 0.0, -5, -2.3, -8, 0, i, 2, 0, 1
CCOC(=O)COc1ccsc1C(=O)OC
  1, 0.3, 3, -0.7, 20, 0, i, 3, 4, -9
O=C(O)CC(C(=O)OC1CCCCC1)N1CCOCC1 (centres undefined)
  -2, 0.1, -7, -1.9, 7, 5, i, 0, 0, -8
CCOC(=O)C(NC(=O)c1ccccc1)(N1CCOCC1)C(F)(F)F (centres undefined)
  -1, 1.3, 2, 2.6, -20, 5, i, 1, -1, -1
